# Screening data (PubChem BioAssay)
# Growth percent in the NCI-60 one-dose screen (48 h, 10 µM unless noted): 100 = growth as untreated, 0 = no growth, -100 = all killed.
# LOX IMVI – LOX IMVI melanoma | 79,000 compounds, 7.4% hits | AID 1794757
# MDA-MB-231 – MDA-MB-231 breast cancer; 81,000 compounds, 5% hits; AID 1794789
# T-47D – T-47D breast cancer | 79,000 compounds, 5% hits
# BT-549 – BT-549 breast cancer | 78,000 compounds, 4.4% hits
# MDA-MB-468 – MDA-MB-468 breast cancer | AID 2202374 | 78,000 compounds, 8.5% hits
# MCF7 – MCF7 breast cancer | 82,000 compounds, 6.3% hits | AID 1794796
# HS 578T – HS 578T breast cancer; 78,000 compounds, 4.1% hits
# SK-MEL-28 – SK-MEL-28 melanoma. 81,000 compounds, 4.1% hits. AID 1794761
# Numbers without * were called inactive; x = no result given; & = joins results of further samples; [ ] = another dose, or the depositor's remark. How the source made its calls: active means growth percent below 10; inactive means the rest.
SMILES,LOX IMVI,MDA-MB-231,T-47D,BT-549,MDA-MB-468,MCF7,HS 578T,SK-MEL-28
Cc1cccc(C(=O)NNC(=O)c2c(C)[nH]c(-c3nc4ccccc4[nH]3)c2C)c1,102,102,87,103,107,102,101,101
COC12C=CC34c5ccccc5C(=O)N3c3ccccc3C(O1)C4C2 (stereo not drawn),104,101,110,109,105,103,95,121
CCCCCCCCCCNC(=O)CBr,96,x,x,95,89,86,92,100
NC(=O)CCn1cc(-c2ccc3ncnc(Nc4cc(O)c(F)cc4F)c3c2)nn1,96,110,89,114,93,83,91,109
Fc1ccc(Nc2nc(-c3ccncc3)cs2)cc1,97,77,80,99,59,82,88,99
COc1c(Cl)cc(Cl)cc1Cl,107,92,104,120,110,111,88,127
Cc1c(C(=O)N[C@@H](Cc2ccccc2)C(=O)C(=O)NCc2ccccc2)oc2cc(O)ccc2c1=O,83,101,111,120,102,95,128,107
COc1ccc(NC(=O)Nc2ccc(-c3ccc(OC)c(OC)c3)nc2C)cc1,89,40,60,50,83,65,40,87
Nc1ccccc1SSc1ccccc1N,75&84&112,83&88&93,80&97,88&97&115,110&110&88,86&81,102&97&102,107&108
CCCCCCC(C(=O)O)(C(=O)O)C1CCCCCC1,97,105,85,101,95,98,98,98
N/C(=N\S(=O)(=O)c1cccc(C(F)(F)F)c1)Nc1nc2ccccc2[nH]1,91,88,74,93,78,91,74,84
CCOC(=O)c1c(C)nc2[nH]n(-c3ccccc3)c(=O)c2c1-c1ccc(O)cc1,x,91,94,121,109,96,109,97
CCOC(=O)/C(C#N)=C1/NNC(=Nc2cccnc2)S1,96,99,89,103,95,106,97,105
CC(=O)c1cc2c(N)c(C(=O)Nc3cccc(F)c3C)sc2nc1C,97,82,81,81,54,79,80,97
Cn1cc(-c2ccc3ncc(-c4ccc(CC(=O)Nc5cc(C(C)(C)C)no5)cc4)nc3c2)cn1,46,29,25,55,49,30,26,53
OCCC1CCCCN1 (stereo not drawn),97,103,106,106,98,99,93,98
O=C1NN(C(=O)c2ccccc2)C(c2ccc(Cl)c(Cl)c2)=C/C1=C\c1ccccc1,x,83[7.5 µM],58[7.5 µM],86[7.5 µM],83[7.5 µM],55[7.5 µM],95[7.5 µM],94[7.5 µM]
CCNC(=O)Oc1ccc(/C(=C(/C)Cc2ccc(OC)cc2)c2ccc(OCCN3CCCC3)cc2)cc1,61,80,43,86,62,29,71,66
CCC(\C=N/N=C(N)/C(N)=N/N=C\C(CC)CC)CC,99,113,108,111,116,101,97,111
COc1ccc(C(=O)CSc2nnc(-c3cnccn3)n2-c2ccccc2)cc1,88,74,71,74,47,44,81,92
CC[C@]1(O)C[C@@H]2CN(Cc3c([nH]c4ccccc34)[C@@](C(=O)OC)(c3cc4c(cc3OC)N(C)[C@H]3[C@@](O)(C(=O)OC)[C@H](OC(C)=O)[C@]5(CC)[C@@H]6C[C@@H]6CN6CC[C@]43[C@@H]65)C2)C1,19,0.3*,83,-23*,8.2*,15,17,64
CC(=O)OC/C1=C\CC2CCC(C)(O)C(CC(O)/C(C)=C/CC1)C2(C)C (stereo not drawn),97,112,104,104,x,105,x,121
O=C1CSC(=S)N1/N=C/c1cccc2ccccc12,91,94,101,102,107,105,92,110
Cc1nn(-c2ccccc2)c(Oc2ccccc2)c1/C=N\N=c1/sc2ccccc2n1C,87,95,68,89,81,94,94,86
CCOC(=O)c1ccc(N2C(=O)CC(SC3=NC(c4ccc(OC)cc4)C=C(c4ccccc4)N3)C2=O)cc1 (stereo not drawn),83,97,93,121,103,83,100,100

# Gathered by group, the entries above with an aryl methoxy group.
SMILES,LOX IMVI,MDA-MB-231,T-47D,BT-549,MDA-MB-468,MCF7,HS 578T,SK-MEL-28
COc1c(Cl)cc(Cl)cc1Cl,107,92,104,120,110,111,88,127
COc1ccc(NC(=O)Nc2ccc(-c3ccc(OC)c(OC)c3)nc2C)cc1,89,40,60,50,83,65,40,87
CCNC(=O)Oc1ccc(/C(=C(/C)Cc2ccc(OC)cc2)c2ccc(OCCN3CCCC3)cc2)cc1,61,80,43,86,62,29,71,66
COc1ccc(C(=O)CSc2nnc(-c3cnccn3)n2-c2ccccc2)cc1,88,74,71,74,47,44,81,92
CC[C@]1(O)C[C@@H]2CN(Cc3c([nH]c4ccccc34)[C@@](C(=O)OC)(c3cc4c(cc3OC)N(C)[C@H]3[C@@](O)(C(=O)OC)[C@H](OC(C)=O)[C@]5(CC)[C@@H]6C[C@@H]6CN6CC[C@]43[C@@H]65)C2)C1,19,0.3*,83,-23*,8.2*,15,17,64
CCOC(=O)c1ccc(N2C(=O)CC(SC3=NC(c4ccc(OC)cc4)C=C(c4ccccc4)N3)C2=O)cc1 (stereo not drawn),83,97,93,121,103,83,100,100

# Reprinted at random: three compounds from above, in no set order.
SMILES,LOX IMVI,MDA-MB-231,T-47D,BT-549,MDA-MB-468,MCF7,HS 578T,SK-MEL-28
CC(=O)c1cc2c(N)c(C(=O)Nc3cccc(F)c3C)sc2nc1C,97,82,81,81,54,79,80,97
O=C1NN(C(=O)c2ccccc2)C(c2ccc(Cl)c(Cl)c2)=C/C1=C\c1ccccc1,x,83[7.5 µM],58[7.5 µM],86[7.5 µM],83[7.5 µM],55[7.5 µM],95[7.5 µM],94[7.5 µM]
CCCCCCCCCCNC(=O)CBr,96,x,x,95,89,86,92,100

# (listing goes on)
SMILES,LOX IMVI,MDA-MB-231,T-47D,BT-549,MDA-MB-468,MCF7,HS 578T,SK-MEL-28
C#CC(c1ccccc1)(c1ccccc1)n1ccnc1,97,86,90,103,93,93,89,109
CC(=O)OC1CCC2(C)C(=CCC3C2CCC2(C)C(C(C)=O)CCC32)C1 (stereo not drawn),92,98,101,109,102,125,93,109
Nc1cccc(C(=O)Nc2ccc3c(O)cc(S(=O)(=O)O)cc3c2)c1,100,109,114,82,113,118,97,98
Oc1ccc(CNNc2ccnc3c(O)cccc23)c2cccnc12,16,37,30,37,64,11,48,50
CCOC(=O)/C(=C/Nc1ccc(OCc2ccccc2)cc1)NC(=O)c1ccccc1,86,87,99,116,99,95,109,111
c1ccc(C2CCCCC2)c(OCCCCCN2CCNCC2)c1,-35*,16,28,72,-36*,-34*,76,-16*
Cc1nnc2n1N=C(c1ccc(Cl)cc1)CS2,95,102,97,107,101,89,104,106
C(=N\Nc1ncc(-c2cc3cc4c(cc3o2)OCO4)s1)/c1cccnc1,92,88,85,92,95,86,99,107
Cc1ccc(S(=O)(=O)N(C)c2ccccc2C(=O)NO)cc1,99,98,102,105,98,98,104,109
N#Cc1ccc2c(c1)Oc1ccccc1C1=NCCN12,97,90,83,105,94,104,79,114
COc1ccc(-c2nnc(COc3ccc(NS(=O)(=O)c4ccc(Cl)cc4)cc3F)o2)cc1,80,x,41,67,45,76,94,92
